Compound activity: PubChem, National Center for Advancing Translational Sciences (NCATS)
TDP1 cell noCPT – qHTS for Inhibitors of human tyrosyl-DNA phosphodiesterase 1 (TDP1): qHTS in cells in absence of CPT; DT40 Tdp1-/- hTDP1 cells, no CPT, ATP luminescence, 48 h; Potency, µM (titrated, usually from 46.2 µM), for inactives: top-dose activity change, negative = growth inhibition, most hits filed as inhibitors; 15% of 420,000 active; AID 686978, 2013; further: nearly all actives have a fitted effect of over 55% in size
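Camptothecin absent (DMSO only). Human TDP1-complemented DT40 knockout cells, 400 cells/well, 37 °C for minimum 48 hr; ATP measured via CellTiter-Glo, 30 min dark incubation, luminescence.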
TDP1 inh – inhibitors of human tyrosyl-DNA phosphodiesterase TDP1. Q9NUW8. recombinant TDP1, AlphaScreen DNA substrate cleavage. Potency, µM (top dose mostly 130 µM), for the others: at the top dose activity change, negative = inhibition, hits mostly inhibitors. 0.28% of 350,000 active. AID 485290; further: nearly all actives have a fitted effect of over 40% in size
Target sequence (Q9NUW8 whole entry, looked up): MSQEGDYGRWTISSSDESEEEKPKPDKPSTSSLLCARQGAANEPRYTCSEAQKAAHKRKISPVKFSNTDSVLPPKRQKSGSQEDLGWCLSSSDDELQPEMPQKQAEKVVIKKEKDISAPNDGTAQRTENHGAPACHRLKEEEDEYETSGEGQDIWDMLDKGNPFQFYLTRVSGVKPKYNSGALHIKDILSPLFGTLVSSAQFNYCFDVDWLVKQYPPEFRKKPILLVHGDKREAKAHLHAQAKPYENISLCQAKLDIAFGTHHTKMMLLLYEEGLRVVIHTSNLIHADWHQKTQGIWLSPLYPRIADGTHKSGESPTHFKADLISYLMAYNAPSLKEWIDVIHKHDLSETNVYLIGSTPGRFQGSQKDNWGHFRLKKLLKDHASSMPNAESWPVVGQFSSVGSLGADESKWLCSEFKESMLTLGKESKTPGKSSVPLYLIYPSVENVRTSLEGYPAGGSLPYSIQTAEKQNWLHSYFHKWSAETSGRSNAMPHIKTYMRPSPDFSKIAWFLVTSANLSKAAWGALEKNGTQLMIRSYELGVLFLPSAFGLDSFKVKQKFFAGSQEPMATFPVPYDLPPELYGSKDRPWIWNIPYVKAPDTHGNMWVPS
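Enzyme-compound mixtures sat 15 min at room temperature, followed by a 5 min reaction with 15 nM final substrate and 10 min with AlphaScreen beads. Recombinant human Tdp1 was used at 1 nM final.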
TDP1 cell CPT – growth inhibition of DT40 Tdp1-/-;hTDP1 cells with camptothecin (screen for TDP1 inhibitors); chicken DT40 Tdp1-/-;hTDP1 cells + 20 nM CPT, ATP luminescence, 48 h; Potency, µM (highest dose often 46.2 µM), without a hit: at the highest dose activity change, negative = growth inhibition, most hits filed as inhibitors; 12% of 420,000 active; AID 686979; further: nearly all actives have a fitted effect of over 55% in size
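Chicken DT40 Tdp1-/- cells complemented with human TDP1, 400 cells/well, exposed to compounds plus 20 nM camptothecin for at least 48 h at 37 C; viability read as ATP content by CellTiter-Glo luminescence.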
Numbers without * were called inactive; ? = inconclusive; . = not tested or not shown; ! = a repeat was not active; [ ] = dose if it differs, or a comment. The call rests on the fitted dose curve; in most records, active means well fitted curve in the direction sought with a large enough effect; inconclusive means small, poorly fitted or top-dose-only effect, or another doubt; inactive means no such curve, though single readings can be large; an effect the other way counts as inactive or inconclusive. On the % scale 0 is the no-effect control and ±100 the full control effect; potency means the concentration at half of the fitted maximal effect. Rows are unselected; about 18% have a hit in one of these screens.

entry | Compound | TDP1 cell noCPT | TDP1 inh | TDP1 cell CPT
1 | COc1cc(C2N(c3ccc(Cl)c(Cl)c3)C(=O)C3CCCN32)cc(OC)c1OC (stereo not drawn) | -14% | -1% | 3%
2 | CC(CNC(=O)c1ccc(Cn2c(=O)c3cccn3c3cccnc32)cc1)c1ccccc1 (stereo not drawn) | ? | -8% | -29%
3 | Cc1c(C)c(C)c(/C=[N+](/C)[O-])c(C)c1C | -8% | 6% | -7%
4 | CNn1cnc2ccsc2c1=O | 4% | 0% | 5%
5 | CN1CCc2c(sc(NC(=O)C3CCN(S(=O)(=O)c4cccs4)CC3)c2C(N)=O)C1 | 3% | 6% | 7%
6 | CCOC(=O)C(NC(=O)c1ccccc1)C(C)(C)SCc1ccccc1 (stereo not drawn) | ? | . | ?
7 | CC(=O)Nc1ccc(Oc2ncccn2)cc1 | 4% | -1% | -3%
8 | CN(C)c1ccc(S(=O)(=O)NCC(=O)NCC2CCCCC2)cc1[N+](=O)[O-] | 1% | -1% | 3%
9 | Cc1ccc(S(=O)(=O)N2CCN(C(=O)CSc3nnnn3C)CC2)c(C)c1 | -19% | 0% | -2%
10 | Cn1c2ccccc2c(=O)c2ccc(NCc3ccc4c(c3)OCO4)cc21 | 15µM* | . | 23µM*
11 | Cc1cc(-c2nnc(SCC(=O)Nc3ccc(F)c(F)c3)n2N)n[nH]1 | 16% | 0% | -24%
12 | COc1cccc(NC(=S)N(CCCN2CCN(C)CC2)Cc2ccco2)c1 | -5% | 5% | -13%
13 | COc1cc2c(C(=O)N3CCCc4ccccc43)cn(C)c(=O)c2cc1OC | 7% | 4% | -7%
14 | COc1ccccc1CC(NC(C)=O)C(=O)NC1CCN(C(=O)c2cccc(Cl)c2)CC1 (stereo not drawn) | -3% | 15% | 2%
15 | COCCN(C(=O)CSc1nc2ccc(C)cc2[nH]1)c1c(N)n(Cc2ccccc2)c(=O)[nH]c1=O | 2% | 0% | -19%
16 | CC(C)C(=O)NC(=S)Nc1c(Cl)ccc2nsnc12 | ? | . | -3%
17 | Cc1ccc(S(=O)(=O)CCC(=O)N2CCN(c3ccc(Cl)cc3)CC2)cc1 | 21µM* | 3% | 13µM*
18 | O=C(N/N=C/c1sc(=O)n(-c2ccccc2)c1Cl)c1ccccc1 | ? | 3% | ?
19 | Cc1ccccc1Cn1c(CN2CCC(C(=O)NCc3ccc(Cl)cc3)CC2)cc2ccccc21 | ? | 4% | ?
20 | O=C(O)Cc1sc(Nc2cccc3ccccc23)nc1-c1ccc(Cl)cc1 | -4% | . | 3%
21 | CCOc1cc(-c2nc3n(c(=O)c2C#N)CCS3)ccc1O | -1% | . | -14%
22 | Cc1ccc(C(=O)CCNc2ccccc2)o1 | 8.2µM* | 6% | ?
23 | O=C(CSc1nnc(CNC(=O)c2ccco2)o1)Nc1nc2ccccc2s1 | -28% | . | -23%
24 | Cc1ccc(Nc2ncnc3c2cnn3C)c(C)c1 | ? | 2% | -27%
25 | OCCC1CN(Cc2nc3ccccc3[nH]2)CCN1C1CCCC1 (stereo not drawn) | 2% | -3% | -19%
26 | N#Cc1cn(CC(=O)NCC2CCCO2)c2ccccc12 (stereo not drawn) | -4% | -2% | 5%
27 | CN(C(=O)C1CCOC1)c1nnc(-c2ccncc2)s1 (stereo not drawn) | 1% | 4% | -7%
28 | O=C(NCCN1CCOCC1)c1ccc(Cl)c([N+](=O)[O-])c1 | 0% | . | -5%
29 | O=C(CSC1=NC(=O)C(c2ccccc2)C(=O)N1)Nc1ccccc1[N+](=O)[O-] (stereo not drawn) | -7% | . | 2%
30 | O=C(CSc1nnc(NC(=O)c2ccccc2F)s1)NCC1CCCO1 (stereo not drawn) | -4% | 4% | -7%
31 | COc1ccc(CN2CCC(C(=O)Nc3ccc(Oc4cccnc4)cc3)CC2)cc1 | -11% | 5% | ?
32 | O=C(NN1CCOCC1)c1cc(Cl)ccc1Cl | 2% | 4% | 5%
33 | Cc1cc(C)n(-c2nc3ccccc3nc2Nc2ccc(Cl)c(Cl)c2)n1 | -15% | -4%[12.3 µM] | -5%
34 | Cn1cnc(S(=O)(=O)N2CCC(C(=O)Nc3ccc(Cl)c(C(F)(F)F)c3)CC2)c1 | 13µM* | 1% | 16µM*
35 | Cc1ccccc1C(=O)NC1CCN(CC(=O)Nc2ccccc2Cl)CC1 | ? | 0% | ?
36 | Cc1ccc(S(=O)(=O)N2CCOCC2)cc1NC(=O)CNc1ccccc1N1CCCC1=O | -8% | -3% | -14%
37 | Clc1ccc2nc(CSCc3ccccc3)cn2c1 | ? | 2% | -5%
38 | CC(C(=O)N1CCc2ccccc21)N1CCc2ccccc2C1 (stereo not drawn) | ? | -1%[56.1 µM] | ?
39 | COc1ccc(N2CCN(C(=O)c3cn(CC4CCCCC4)nn3)CC2)cc1 | ? | 9% | ?
40 | COc1ccc(/C=N/NC(=O)CCn2c3ccccc3c3ccccc32)cc1OC | ? | -1% | -21%

Three successive records out of the list so far, quoted:
entry | Compound | TDP1 cell noCPT | TDP1 inh | TDP1 cell CPT
38 | CC(C(=O)N1CCc2ccccc21)N1CCc2ccccc2C1 (stereo not drawn) | ? | -1%[56.1 µM] | ?
39 | COc1ccc(N2CCN(C(=O)c3cn(CC4CCCCC4)nn3)CC2)cc1 | ? | 9% | ?
40 | COc1ccc(/C=N/NC(=O)CCn2c3ccccc3c3ccccc32)cc1OC | ? | -1% | -21%

Going on with the list:
entry | Compound | TDP1 cell noCPT | TDP1 inh | TDP1 cell CPT
41 | O=C(NCc1ccco1)/C(=C/c1ccco1)NC(=O)c1ccco1 | -19% | -8% | 4%
42 | CN(c1ccccc1)S(=O)(=O)c1ccc(NC(=O)C2CC2)cc1 | -16% | 3%[56.1 µM] | 0%
43 | CCOc1cccc2sc(N(CCCN(C)C)C(=O)Cc3ccccc3)nc12 | 22% | 6% | -3%
44 | O=C(O)c1ccccc1NS(=O)(=O)c1cccc(-n2sc3ccccc3c2=O)c1 | 8.2µM* | ? | 15µM*
45 | COc1ccc(NC(=O)CCc2nnc3n(Cc4ccccc4Cl)c(=O)c4ccccc4n23)cc1 | 3.3µM* | -1% | 3.3µM*
46 | CCOc1ccc(C(CC(=O)O)NC(=O)C23CC4CC(CC(C4)C2)C3)cc1 (stereo not drawn) | -9% | 5%[56.1 µM] | 1%
47 | Cc1cc2c(c(=O)n1CC1CCCO1)C(c1ccco1)C(C#N)=C(N)O2 (stereo not drawn) | 0% | 2% | -18%
48 | Cn1c2c(c(=O)n(C)c1=O)C(C(F)(F)F)(C(F)(F)F)N=C(c1ccc(Cl)cc1)N2 | 1.3µM* | 2% | 0.92µM*
49 | CC(=O)C[C@@H](O)CC(=O)[C@@H]1OC(=O)CCCCCCCCc2ccccc21 | ? | 3% | ?
50 | CO/N=C(\Cn1ncc(N2CCOCC2)c(Br)c1=O)c1ccc(Cl)cc1 | -27% | 5% | ?
51 | Cc1cc2c([nH]c3ccccc32)c2c1OC(C)(C)C=C2 | ? | . | ?
52 | COCc1c(C(=O)N2CCN(C3CCCC3)CC2)cnn1-c1ncc2c(n1)-c1ccccc1CCC2 | -28% | . | 8%[9.04 µM]
53 | COc1ccccc1CNC(=O)C1CCN(S(=O)(=O)c2ccc3c(c2)C(C)(C)C(=O)N3C)CC1 | ? | . | ?
54 | COC(=O)C1=C(N)OC2=C(C(=O)CC(C)(C)C2)C1c1cc2c(cc1Cl)OCO2 (stereo not drawn) | -5% | . | 28%
55 | O=C(C[C@@H]1C=C[C@H](NC(=O)Cc2ccccn2)[C@@H](CO)O1)NCCc1ccccc1 | 1% | . | 19%
56 | Cc1ccc(-c2cc(-c3ccccc3)no2)c(O)c1 | -21% | -2% | -7%

The closing 3 entries of the section before open the next one:
entry | Compound | TDP1 cell noCPT | TDP1 inh | TDP1 cell CPT
54 | COC(=O)C1=C(N)OC2=C(C(=O)CC(C)(C)C2)C1c1cc2c(cc1Cl)OCO2 (stereo not drawn) | -5% | . | 28%
55 | O=C(C[C@@H]1C=C[C@H](NC(=O)Cc2ccccn2)[C@@H](CO)O1)NCCc1ccccc1 | 1% | . | 19%
56 | Cc1ccc(-c2cc(-c3ccccc3)no2)c(O)c1 | -21% | -2% | -7%
57 | CCOc1ccc2cc(C(=O)NCc3ccccc3)c(=N)oc2c1 | ? | . | ?
58 | COc1cc(OC)cc(C(=O)NC2CCN(CCCOc3ccccc3)CC2)c1 | -1% | 3% | -6%
59 | Nc1ccc(Cl)c(S(=O)(=O)Nc2cccc(Cl)c2)c1 | 9% | 7% | -6%
60 | CCOC(=O)c1ccc(CC2SC(N)=NC2=O)cc1 (stereo not drawn) | -15% | . | 0%
61 | COc1ccccc1C(=O)N/C(=C\c1cn(S(=O)(=O)N(C)C)c2ccccc12)C(=O)N1CCOCC1 | ? | 2% | ?
62 | COc1cc(/C=N/NC(=O)c2cccnc2)ccc1OC(=O)c1ccc([N+](=O)[O-])cc1 | -1% | 45µM* | -19%
63 | Cc1cc(OCC(=O)NC2CCN(Cc3ccccc3)CC2)c2c(C)cc(=O)oc2c1 | ? | 4% | ?
64 | Cc1cc(C)c(C#N)c(Oc2ccc(F)cc2)n1 | -21% | 2% | -7%
65 | CCOC(=O)c1ccc(-n2c(=O)[nH]c3ccccc3c2=O)cc1 | -14% | 3% | -14%
66 | CCOC(=O)c1ccc(NC(=O)COC(=O)c2cn(CC)c3nc(C)ccc3c2=O)cc1 | ? | 5% | -2%
67 | O=C(Nc1ccc(F)cc1)N(Cc1cccs1)Cc1cc2cc3c(cc2[nH]c1=O)OCO3 | 16µM* | 0% | ?
68 | Cc1ccc(-n2nc(-c3ccccc3)cc2Nc2ccccc2N)cc1 | -16% | 5% | -9%
69 | CC1=NN(c2cccc(Cl)c2)C(=O)C1 | -22% | 9% | 6%
70 | CC(=O)Oc1ccc(NC(=O)C2CCCCC2)c(C(=O)O)c1 | -10% | 2% | -12%
71 | Cc1ccc(NC(=S)c2ccncc2)c(C)c1 | -10% | 1% | 2%
72 | C[c-]1[c-](C)[c-](C)[c-](C)[c-]1C.[Fe].c1cc2nccc(N3CCCC3)[c-]2c1 (stereo not drawn) | 6.5µM* | 7.9µM*! | 8.2µM*!
73 | COC(C(=O)N/N=C(\C)c1ccc(O)cc1)c1ccccc1 (stereo not drawn) | -15% | . | -12%
74 | CCCOC(c1ccccc1)(c1ccccc1)C(Oc1nc(C)cc(C)n1)C(=O)O (stereo not drawn) | -1% | 7% | -12%
75 | COC(=O)C(CCSC)NC(=O)c1c(C)oc2ncn(CC(C)C)c(=O)c12 (stereo not drawn) | 13µM* | 3% | -26%
76 | Cc1ccc(CN2CCC(C)(Oc3ccc(Cl)cc3)C2)cc1 (stereo not drawn) | ? | . | ?
77 | CCOc1ccc(/C=C2\SC(=S)N(N3C(=O)C4CC4C3=O)C2=O)cc1 (stereo not drawn) | -22% | 7% | 0%
78 | C[N+]1(C2CCC3CCCC2C3O)CCCCC1 (stereo not drawn) | -15% | 4% | -9%
79 | CC(C)NC(=O)C(C)Oc1ccc(S(=O)(=O)NCc2ccc3c(c2)OCO3)cc1 (stereo not drawn) | -15% | . | 8%
80 | CCOC(=O)Cc1nnn(CC(=O)OCC)n1 | 4% | 0% | -11%

Molecules above containing a CF3 group:
entry | Compound | TDP1 cell noCPT | TDP1 inh | TDP1 cell CPT
34 | Cn1cnc(S(=O)(=O)N2CCC(C(=O)Nc3ccc(Cl)c(C(F)(F)F)c3)CC2)c1 | 13µM* | 1% | 16µM*
48 | Cn1c2c(c(=O)n(C)c1=O)C(C(F)(F)F)(C(F)(F)F)N=C(c1ccc(Cl)cc1)N2 | 1.3µM* | 2% | 0.92µM*

Additional structures
entry | Compound | TDP1 cell noCPT | TDP1 inh | TDP1 cell CPT
81 | Cc1cnc(C(=O)OC(C(=O)c2c[nH]c3ccccc23)c2ccccc2)cn1 (stereo not drawn) | -6% | . | -3%
82 | COc1ccccc1N1CCN(C(=O)Nc2ccc(F)c(Cl)c2)CC1 | ? | . | 19%
83 | Cn1cc(CCC(=O)NCCCc2ccccc2)c2ccccc21 | ? | . | -10%
84 | O=C(CCC(=O)N/N=C/c1ccc(Br)o1)N/N=C/c1ccc(Br)o1 | 1% | . | -2%
85 | CCn1cc(CN2CCC(n3nccc3NC(=O)CCc3ccccc3)CC2)cn1 | -3% | 4% | -14%
86 | N#C/C(C(=O)c1ccccc1)=C1/CCCCCN1 | -4% | 3% | -13%
87 | COc1ccc(N(CC(=O)NCCSc2ccccc2)S(C)(=O)=O)cc1 | -8% | 2% | 0%
88 | CCCCOCCCNC(=O)C1CCCCC1 | -3% | 4% | -5%
89 | C=CCNc1nc(N)c([N+](=O)[O-])c(NCc2ccccc2)n1 | -24% | . | -8%
90 | COc1cc(/C=C2\SC(=N)N(c3ccc(F)cc3)C2=O)ccc1O | 23µM* | 3% | 26µM*
